AID2073 = disruptors of CaV2.2 binding to Mint1 – biochemical, HTRF (AID 2073); HTRF protein-protein interaction, Mint1-CaV2.2; higher % means a stronger effect; inhibition, % at 20 µM; hits with a dose series show IC50 in µM; 290,000 compounds, 0.19% hits; in the data active means inhibition mostly above about 51%, no sharp cut-off; inconclusive means no clear call, values can overlap the other calls; inactive means mostly below about 53%; further: some results filed as inactive read as strong as hits
NS5 inhibitors = Dengue-2 NS5 methyltransferase inhibitors, primary screen, biochemical, confirmation dose response (AID 588689); Dengue-2 NS5 methyltransferase capping enzyme assay, biochemical; higher % means a stronger effect; one-dose inhibition, % at 25 µM; IC50 in µM for titrated hits; 340,000 compounds, 0.3% hits; in the data active means a potency from the dose series; inconclusive means inhibition above about 29% without an active follow-up result
LYP phosphatase = inhibitors of LYP phosphatase, biochemical, fluorescence intensity, uHTS (AID 1779); recombinant LYP phosphatase, fluorescence intensity; higher % means a stronger effect; inhibition, % at 11.5 µM; hits with a dose series show IC50 in µM; 290,000 compounds, 0.054% hits; in the data active means inhibition above about 50%;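 further: plate controls were vehicle with enzyme for no effect and no enzyme for full effect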
GPR35 arrestin U2OS = inhibition of zaprinast-stimulated GPR35 beta-arrestin translocation – imaging, U2OS, beta-arrestin-GFP, zaprinast agonist, primary screen (AID 2058) | U2OS GPR35 beta-arrestin-GFP translocation imaging, zaprinast antagonism; higher % means a stronger effect | one-dose inhibition, % at 10 µM; IC50 in µM for titrated hits | 290,000 compounds, 0.052% hits;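 active means inhibition of at least 50% with at least 30 cells and total cytoplasm GFP at most 10,000,000; inconclusive means under 30 cells or total GFP of 10,000,000 plus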
NTR1 agonist = NTR1-driven beta-arrestin-GFP spot formation – imaging, U2OS cells, high content, primary screen (AID 493036); activation, % at 20 µM; P30989; 330,000 compounds, 0.17% hits; agonist mode;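 active means activation at or above 40% of the spot to cytoplasm intensity ratio, with at least 20 cells analyzed; inconclusive means wells under 20 cells, flagged as cytotoxic or low count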;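 further: 0% = DMSO without peptide and 100% = 100 nM NTR1 peptide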
Target sequence (P30989 whole entry, looked up): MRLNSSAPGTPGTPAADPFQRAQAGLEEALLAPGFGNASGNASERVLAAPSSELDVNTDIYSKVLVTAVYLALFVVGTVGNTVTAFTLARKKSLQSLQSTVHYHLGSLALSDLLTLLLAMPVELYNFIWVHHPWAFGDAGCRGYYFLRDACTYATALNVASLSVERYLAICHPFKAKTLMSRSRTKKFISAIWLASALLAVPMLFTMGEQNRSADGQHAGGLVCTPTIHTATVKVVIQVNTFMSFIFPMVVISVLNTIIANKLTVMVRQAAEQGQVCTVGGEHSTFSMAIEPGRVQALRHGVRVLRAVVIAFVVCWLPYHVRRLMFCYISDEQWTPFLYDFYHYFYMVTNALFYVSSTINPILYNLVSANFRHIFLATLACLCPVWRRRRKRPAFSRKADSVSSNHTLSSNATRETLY
WT yeast gro inh = growth inhibition of WT yeast, mitochondrial fusion screen | mitochondrial fusion phenotypic screen, WT strain | inhibition, % at 10 µM | 190,000 compounds, 2.1% hits; in the data active means inhibition above about 58%; tested in S. cerevisiae
K1F lysis inhibition = inhibition of K1F phage lysis, E. coli UTI89, bacterial capsule biogenesis inhibitors, alamar blue (AID 488966); one-dose inhibition, % at 100 µM; IC50 in µM for titrated hits; 340,000 compounds, 0.02% hits; E. coli UTI89 K1F phage lysis, alamar blue, 2 h; higher % means a stronger effect;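 active means phage lysis inhibition, versus mean bacterial control, above a set limit; inconclusive means no clear call, values can overlap the other calls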;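 further: capsule biogenesis inhibitors block K1F phage lysis so surviving cells raise fluorescence; higher fluorescence means more inhibition of phage lysis; actives were called in the ten point dose series up to 300 µM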
RSV antiviral HEp-2 = inhibition of RSV-induced cytopathic effect – HEp-2 cells, primary 10 µM value included (AID 2391); HEp-2 cells, RSV-induced CPE inhibition; higher % means a stronger effect; CPE inhibition, % at 10 µM; hits with a dose series show IC50 in µM; 310,000 compounds, 0.13% hits; in the data active means a potency from the dose series; inconclusive means CPE inhibition mostly from about 23% at the one dose, without a potency; inactive means the rest, 99 in 100 with CPE inhibition below about 21%; further: strong numbers were not always called active
Autophagy mod = alters autophagy in cells; calls only at 10 µM (by protocol); 190,000 compounds, 0.98% hits; MEF GFP-LC3 puncta imaging; test concentration mostly 10 µM;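 active means percentage of spot-positive cells more than 3 SD above its plate mean, without a fluorescence outlier flag or 80% toxicity; inconclusive means no clear call, values can overlap the other calls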;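 further: spot-positive cell cutoff set from DMSO-treated cells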
WT yeast gro inh mutant strain = also measured in WT yeast gro inh; calls as there; inhibition, %; mitochondrial fusion phenotypic screen, mutant strain inhibition
Autophagy mod cell loss 18 h = recorded beside Autophagy mod, whose call it bears; toxicity, %; measured here: cell loss, nuclei count;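 cell loss after 18 h compound exposure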
NTR1 agonist cell count 20 µM = second read-out of NTR1 agonist, no call of its own (marks repeat the call); cell count; measured here: cell count, cytotoxicity flag
NS5 inhibitors pilot replicate = second read-out of NS5 inhibitors, no call of its own (marks repeat the call); inhibition, %; measured here: pilot screen replicate inhibition
The depositor's hits bear a star; i = inactive; u = inconclusive; x = no result given; & = joins results of further samples; [ ] = another dose, or the depositor's remark. The order is random (roughly 2.6% active in at least one column).

SMILES	AID2073	NS5 inhibitors	LYP phosphatase	GPR35 arrestin U2OS	NTR1 agonist	NTR1 agonist cell count 20 µM	WT yeast gro inh	WT yeast gro inh mutant strain	K1F lysis inhibition	RSV antiviral HEp-2	Autophagy mod	Autophagy mod cell loss 18 h	others
Cc1cc(C)c(C#N)c(N2CCCC2)n1	9%	1%	-6%	-3%	1.1	52	22	25	0.1%	2.5%	i	0
CCOc1ncccc1C(=O)OCc1ccc(C(=O)OC)o1	6%	5%	-3%	21%	-0.8	36	37	56	0.3%	0.5%	i	-1
COc1ccc([N+](=O)[O-])cc1N(CC(O)CN(C)C)S(=O)(=O)c1ccc(C)cc1 (centres undefined)	1%	-2%	-2%	-2%	1.9	33	-2	-5	0.2%	4.1%	i	-5
Cn1ccc(NC(=O)c2ccc(Cl)cc2Cl)n1	x	-11%	x	x	1.7	52	x	x	1.1%[50 µM]	0.5%	x	x
Cc1ccccc1-c1nc(CN2CCC(C(=O)NCc3ccco3)CC2)c(C)o1	20%	4%	-8%	3%	-1.6	90	-13	23	0.5%	0.0%	i	-5	NS5 inhibitors pilot replicate=1.8
COc1ccc(C(OC(=O)c2ccco2)C(=O)NCc2ccc(C)cc2)cc1 (centres undefined)	-1%	-4%	0%	1%	0.5	82	-9	-1	0.8%	0.5%	i	-1
CCOC(=O)c1nnc(-c2ccccc2)nc1N1CCSCC1	4%	0%	-5%	8%	5.0	87	-25	-11	0.0%	3.4%	i	-5
O=C(CSCc1ccccc1)N/N=C/c1cc2c(cc1Br)OCO2	6%	-1%	12%	-6%	4.7	78	0	11	3.6%	6.4%	i	12
O=C(c1nn(Cc2ccccc2)c(=O)c2ccccc12)N1CCN(C/C=C/c2ccccc2)CC1	-1%	-8%	-3%	3%	6.2	51	21	2	0.2%	-1.6%	i	7
COc1ccc([C@H]2CC(=O)C=C(c3ccccc3)C2)cc1	x	-6%	x	x	0.8	64	x	x	1.0%	1.9%	x	x
CNC(=O)c1c(NC(=O)c2ccc(S(=O)(=O)N3CCCCC3)cc2)sc2c1CCN(C(C)C)C2	0%	-32%	-6%	22%	1.3	77	x	x	0.1%	-1.1%	x	x
CN=C1S/C(=C\c2ccc(N3CCCC3)c(F)c2)C(=O)N1C	26%	x	-1%	-4%	5.1	68	25	-4	i	3.5%	i	8
Cc1ccn2c(CN3CCOCC3)c(-c3ccccc3)nc2c1	11%	-11%	0%	26%	-1.2	76	17	22	0.3%	0.1%	i	-6
CCCCn1nc(C(=O)N(C)CC(=O)Nc2cccc(F)c2)c2ccccc2c1=O	x	4%	x	x	1.5	73	x	x	0.0%[50 µM]	0.4%	x	x
C#CCOc1c(Cl)cc(C2C3=C(CCCC3=O)N(CC(=O)O)C3=C2C(=O)CCC3)cc1OC	14%	4%	-15%	-1%	0.5	72	x	x	-2.1%	0.7%	x	x
O=C(NCCc1c[nH]c2ccccc12)C(=O)NCC1OCCN1S(=O)(=O)c1ccc(Cl)cc1 (centres undefined)	-8%	-3%	-8%	3%	0.4	102	-6	-8	-0.3%	3.3%	i	-8
CCCCc1nc2cc(C(=O)N3CCN(c4nc(C)cnc4C)CC3)ccc2o1	2%	-5%	-7%	28%	1.6	73	x	x	-0.2%	x	x	x
O=c1nc(N2CCCCC2)nc2n1CCO2	11%	-9%	-6%	7%	2.6	26	-6	-5	0.2%[50 µM]	2.6%	i	1
CS(=O)(=O)c1ccc(Cl)c(NC(=O)c2cc(=O)[nH]c3ccc(S(=O)(=O)N4CCOCC4)cc23)c1	x	-6%	x	x	-0.7	74	x	x	0.4%[50 µM]	-1.5%	x	x
CCOC(=O)CCC(NC(=O)CCCC(=O)NC(CCC(=O)OCC)C(=O)OCC)C(=O)OCC (centres undefined)	5%	-4%	-6%	-5%	-0.3	50	-13	2	2.2%	0.8%	i	3
N#CC(C#N)=C1C=CC=CN1/C(=C\c1ccccc1Cl)C(=O)c1ccccc1	16%	19%	-6%	41%	x	x	67*	-8.3*	-1.7%	-1.5%	i	-47
O=C(NCc1nc2ccccc2[nH]1)C1=C[C@H](c2ccc3c(c2)OCO3)C[C@H](OCCCCO)O1	-8%	-5%	-4%	22%	-1.6	81	-5	1	3.3%	0.9%	i	6
Cc1cccc(Cn2nc(C(C)(C)C)cc2C(=O)N2CCOCC2)c1	15%	-3%	-5%	0%	-0.3	98	x	x	0.1%	1.1%	x	x
O=C(CC1C(=O)NCCN1Cc1cccc(C(F)(F)F)c1)NCCc1cnccn1 (centres undefined)	-1%	-1%	-7%	9%	4.5	45	x	x	0.0%	1.0%	x	x
Cc1occc1-c1n[nH]c(=S)n1C	12%	-2%	-6%	-8%	-0.4	37	-7	-9	0.2%	3.4%	i	3
CCCCCC(=O)N1CCN(CCN=CC2=C(O)CC(c3cccs3)CC2=O)CC1 (centres undefined)	-1%	-8%&-2%	-4%	1%	4.3	48	-4	4	-1.0%&-0.7%	2.2%	i	3
CCOc1ccc(NS(=O)(=O)c2ccc(NC(=O)[C@@H]3CCCC[C@@H]3C(=O)O)cc2)cc1	2%	0%	-8%	-2%	-0.3	45	22	18	0.9%	2.7%	i	3
COc1cccc(-c2c(NC(=O)c3ccco3)oc3ccccc3c2=O)c1	4%	-2%	-7%	2%	2.1	94	x	x	0.3%	0.3%	x	x
O=C(COC(=O)c1ccco1)NCc1ccc2c(c1)OCO2	4%	-1%	-4%	-8%	-0.5	47	x	x	-0.2%	0.0%	x	x
OC1(c2ccc(Cl)cc2)CN(c2ccccc2)C2=[N+]1CCS2 (centres undefined)	12%	7%	14%	-6%	10	43	5	11	0.1%	-1.1%	i	6
O=C1NC(c2ccco2)Nc2sc3c(c21)CCN(Cc1ccccc1)C3 (centres undefined)	8%	-8%	0%	5%	-1.6	99	3	-11	2.6%	1.0%	i	3
Cc1c(Cl)cccc1NC(=S)NC1CCCC1	-3%	2%	4%	14%	-0.8	51	x	x	-0.2%	19%	x	x
CCOC(=O)C(C)Oc1ncnc2cccc(F)c12 (centres undefined)	-12%	-4%	-2%	17%	0.2	91	-6	14	-0.2%	2.7%	i	6
CC(=O)N1CCN(c2ccccc2NC(=O)c2ccc(-c3cccc([N+](=O)[O-])c3)o2)CC1	8%	-2%	9%	0%	17	57	10	6	-0.9%[50 µM]	1.0%	i	16
COC(=O)c1ccc(CNC(=O)CNc2cc(C(F)(F)F)ccc2N2CCOCC2)cc1	-4%	3%	-6%	-11%	0.5	49	8	1	0.3%	-0.5%	i	14
O=C(NCCCO)c1nc2ccccc2s1	-1%	3%	-2%	-5%	-3.9	93	9	11	1.2%	-0.1%	i	-3
O=C(c1cc(=O)[nH]c2ccccc12)N(Cc1nnc(-c2ccccc2Cl)o1)C1CC1	x	5%	x	x	0.6	60	x	x	0.6%[50 µM]	-0.6%	x	x
COC(=O)c1ccc(CN2C(=O)NC3(CCCc4ccccc43)C2=O)o1 (centres undefined)	-6%	-2%	-14%	-5%	-0.3	55	2	0	7.0%	0.8%	i	11
Cc1ccc(S(=O)(=O)NNC(=O)C(=O)NNS(=O)(=O)c2ccc(C)cc2)cc1	0%	-1%	-8%	-9%	1.6	76	6	-17	0.0%	1.4%	i	-6
O=C(Nc1ccccc1N1CCCC1)c1cc(S(=O)(=O)N2CCOCC2)ccc1Cl	x	-10%	x	x	-0.2	61	x	x	0.8%[50 µM]	-0.8%	x	x

The list goes on, overlapping the part above by two compounds.
SMILES	AID2073	NS5 inhibitors	LYP phosphatase	GPR35 arrestin U2OS	NTR1 agonist	NTR1 agonist cell count 20 µM	WT yeast gro inh	WT yeast gro inh mutant strain	K1F lysis inhibition	RSV antiviral HEp-2	Autophagy mod	Autophagy mod cell loss 18 h	others
Cc1ccc(S(=O)(=O)NNC(=O)C(=O)NNS(=O)(=O)c2ccc(C)cc2)cc1	0%	-1%	-8%	-9%	1.6	76	6	-17	0.0%	1.4%	i	-6
O=C(Nc1ccccc1N1CCCC1)c1cc(S(=O)(=O)N2CCOCC2)ccc1Cl	x	-10%	x	x	-0.2	61	x	x	0.8%[50 µM]	-0.8%	x	x
Cc1ccc(N)cc1O	x	-3%	x	x	-0.5	65	x	x	-1.0%	1.3%	x	x
O=C(O)c1ccc(N=C2NC(=O)C(CO)(CO)S2)cc1	8%	-16%	-10%	-3%	0.7	62	x	x	-1.1%	2.1%	x	x
O=C(O)CN1C(=O)SC(Nc2ccc(Cl)cc2)C1=O (centres undefined)	-5%	3%	-6%	2%	-1.4	46	-8	-25	3.1%	-0.5%	i	-4
COc1ccc(NC(=O)c2cc3ccccc3cc2O)cc1	42%	>100µM*	-1%	-4%	18	42	x	x	0.1%	2.8%	x	x
CCCn1c2ccccc2c2cnn(CC(=O)NCCCN3C(C)CCCC3C)c(=O)c21 (centres undefined)	7%	-8%	-9%	9%	0.4	56	x	x	1.7%	-0.2%	x	x
Cc1ccc(C)n1-c1cc(S(=O)(=O)N2CCOCC2)ccc1N1CCCC1	2%	10%	1%	7%	1.3	46	5	6	5.6%	u	i	35
CCC(=O)N1N=C(c2ccc(NS(C)(=O)=O)cc2)CC1c1ccc(C)cc1 (centres undefined)	10%	-3%	0%	-7%	0.6	48	0	0	0.1%	5.1%	i	0

A portion from the list above, for reference:
SMILES	AID2073	NS5 inhibitors	LYP phosphatase	GPR35 arrestin U2OS	NTR1 agonist	NTR1 agonist cell count 20 µM	WT yeast gro inh	WT yeast gro inh mutant strain	K1F lysis inhibition	RSV antiviral HEp-2	Autophagy mod	Autophagy mod cell loss 18 h	others
Cc1ccc(N)cc1O	x	-3%	x	x	-0.5	65	x	x	-1.0%	1.3%	x	x
O=C(O)c1ccc(N=C2NC(=O)C(CO)(CO)S2)cc1	8%	-16%	-10%	-3%	0.7	62	x	x	-1.1%	2.1%	x	x
O=C(O)CN1C(=O)SC(Nc2ccc(Cl)cc2)C1=O (centres undefined)	-5%	3%	-6%	2%	-1.4	46	-8	-25	3.1%	-0.5%	i	-4
COc1ccc(NC(=O)c2cc3ccccc3cc2O)cc1	42%	>100µM*	-1%	-4%	18	42	x	x	0.1%	2.8%	x	x
CCCn1c2ccccc2c2cnn(CC(=O)NCCCN3C(C)CCCC3C)c(=O)c21 (centres undefined)	7%	-8%	-9%	9%	0.4	56	x	x	1.7%	-0.2%	x	x
Cc1ccc(C)n1-c1cc(S(=O)(=O)N2CCOCC2)ccc1N1CCCC1	2%	10%	1%	7%	1.3	46	5	6	5.6%	u	i	35
CCC(=O)N1N=C(c2ccc(NS(C)(=O)=O)cc2)CC1c1ccc(C)cc1 (centres undefined)	10%	-3%	0%	-7%	0.6	48	0	0	0.1%	5.1%	i	0

Screens deposited in PubChem by several laboratories.
